TCR CD3 inh – blocks the human TCR-CD3 interaction | TAMRA-labeled TCR probe fluorescence, biochemical | inhibition, % at 9.4 µM | 360,000 compounds, 0.37% hits | AID 651800; in the data active = inhibition above about 19%;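 also: recombinant mutant TCR 2C K166C tagged with TAMRA read by polarization; 0% = receptor in buffer alone and 100% = receptor with positive control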
UHRF1 binding – UHRF1 methyl-DNA binding inhibition | UHRF1 binding to methylated oligo, TR-FRET | AID 687016 | Q96T88 | inhibition, % at 4.4 µM | 370,000 compounds, 0.75% hits; in the data active = inhibition above about 21%;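 also: UHRF1 SRA domain binding a hemimethylated CpG hairpin DNA probe; 0% = median of test compound wells and 100% = reference inhibitor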
DDE Tn7 FP inh – DD(E)-Tn7 binding inhibition, primary FP screen | inhibition, % at 8.3 µM | 370,000 compounds, 0.13% hits | FP displacement of FITC-Tn7 peptide from fibrin DD(E); 0% = median of compound wells per plate | P02675;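 active = inhibition above the mean of compounds falling within the control limits plus 3 SD of them, cut at about 14% in these data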;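 also: 0% = plate median of compound wells and 100% = 10 µM Aha-Tn7 peptide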
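Assay system: Human fibrin DD(E) protein | Medium: Tris buffer with calcium and detergent, pH 7.8 | Reagent: 0.1 µM fluorescent Tn7 | Compound dosing: Single point at 8.3 µM | Times: 10 min preincubation, 3 h with tracer, room temperature | Detection: Fluorescence polarization of the labelled Tn7 tracer | Controls: Aha-Tn7 high control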
DDE Tn6 FP inh – inhibitors of Tn6 peptide binding to human fibrin DD(E); 370,000 compounds, 0.21% hits; P02675; Fibrin DD(E) TRITC-Tn6 fluorescence polarization displacement; inhibition, % at 8.3 µM;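 active = inhibition above a per-campaign cutoff: mean of compounds within control limits plus 3 SD, cut at about 15% in these data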;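 also: 0% = median of all compound wells on the plate and 100% = blocking peptide control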
TDP2 inh – blocks human TDP2 phosphodiesterase activity; recombinant TDP2, T5PNP hydrolysis, p-nitrophenol absorbance 415 nm; inhibition, % at 12.8 µM; O95551; 370,000 compounds, 0.34% hits;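 active = inhibition above the mean of all tested compounds plus 3 SD, set per campaign, cut at about 25% in these data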;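 also: 0% = DMSO with enzyme and 100% = buffer with substrate but no TDP2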
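Assay system: recombinant human TDP2 / Reagent: T5PNP substrate at 5 mM, a TopII-DNA adduct mimic / Measured by: epi absorbance from released p-nitrophenol / Evaluation: % inhibition relative to enzyme-containing and enzyme-free wells / Control set: enzyme-free and DMSO wells / Replicates: each compound tested once, singlicate / Schedule: enzyme reaction with compound for 2 h at 37 °C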
SIAE inh – blocks human sialic acid acetylesterase | inhibition, % at 9.66 µM | SIAE FP-Rh probe binding, fluorescence polarization | Q9HAT2 | 370,000 compounds, 0.69% hits;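 active = inhibition above a cutoff: mean of compounds within the control limits plus 3 SD of those, cut at about 17% in these data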;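 also: 0% = plate median of compound wells and 100% = probe without SIAE protein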
PRMT1 FP inh – blocks human protein arginine methyltransferase 1 | inhibition, % at 2.79 µM | 370,000 compounds, 1.3% hits | Q99873 | recombinant PRMT1, activity-based probe fluorescence polarization;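 active = inhibition above about 21% made by adding two undisclosed values, limit read from the data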
Target sequence (Q99873 whole entry, looked up): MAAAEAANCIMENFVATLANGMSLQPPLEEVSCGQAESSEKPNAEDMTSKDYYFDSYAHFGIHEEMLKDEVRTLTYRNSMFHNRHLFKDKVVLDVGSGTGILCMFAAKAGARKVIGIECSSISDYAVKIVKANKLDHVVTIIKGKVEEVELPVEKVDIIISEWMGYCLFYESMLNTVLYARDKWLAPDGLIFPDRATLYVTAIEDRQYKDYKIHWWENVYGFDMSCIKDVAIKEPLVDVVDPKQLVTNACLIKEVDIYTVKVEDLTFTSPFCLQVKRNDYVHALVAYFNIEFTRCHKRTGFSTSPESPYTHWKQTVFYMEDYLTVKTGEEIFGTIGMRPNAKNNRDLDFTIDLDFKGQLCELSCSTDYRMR
LEDGF integ inh – blocks HIV-1 LEDGF/p75-dependent DNA integration; AID 743269; TR-FRET IN-LEDGF/p75 DNA integration, Eu/Cy5; 370,000 compounds, 0.64% hits; inhibition, % at 3.7 µM;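 active = inhibition above the screen-wide mean plus 3 SD, cut at about 13% in these data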;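 also: signal is the Cy5 over europium emission ratio at 671 and 618 nm; 0% = plate median of compound wells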
MBD2 DNA inh – MBD2-methylated oligo binding inhibition | Q9UBB5 | TR-FRET, MBD2 binding to methylated oligonucleotide | inhibition, % at 4.4 µM | 370,000 compounds, 0.31% hits | AID 686964; in the data active = inhibition above about 13%
Target sequence (Q9UBB5 whole entry, looked up): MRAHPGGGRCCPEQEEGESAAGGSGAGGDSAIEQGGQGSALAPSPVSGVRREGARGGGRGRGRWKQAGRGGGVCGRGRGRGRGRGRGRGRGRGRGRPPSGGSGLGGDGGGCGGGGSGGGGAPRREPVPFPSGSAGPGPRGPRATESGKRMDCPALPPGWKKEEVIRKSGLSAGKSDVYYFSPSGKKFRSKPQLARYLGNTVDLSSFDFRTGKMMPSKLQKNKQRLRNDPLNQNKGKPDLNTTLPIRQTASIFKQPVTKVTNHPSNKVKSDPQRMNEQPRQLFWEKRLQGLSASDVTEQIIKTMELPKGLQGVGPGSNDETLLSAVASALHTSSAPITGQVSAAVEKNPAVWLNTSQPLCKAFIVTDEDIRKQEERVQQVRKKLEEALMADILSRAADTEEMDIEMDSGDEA
KLK7 zymogen act – activators of human kallikrein-7 zymogen; AID 652039; P49862; purified proKLK7, EDANS-DABCYL substrate fluorescence; 100% is mature enzyme control, 0% vehicle; activation, % at 7 µM; 370,000 compounds, 0.9% hits;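 active = activation above the mean of all tested compounds plus 3 SD, computed per campaign excluding outliers beyond control limits, cut at about 13% in these data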
An asterisk follows results filed as active; . = not tested or not shown. Rows were taken by chance, and some 4.6% of all compounds hit somewhere here.

TCR CD3 inh	UHRF1 binding	DDE Tn7 FP inh	DDE Tn6 FP inh	TDP2 inh	SIAE inh	PRMT1 FP inh	LEDGF integ inh	MBD2 DNA inh	KLK7 zymogen act	Structure
4.0	0.9	-3.2	-1.8	3.2	9.6	-1.5	1.2	0.2	-0.3	CC(C(=O)Nc1ccc(O)cc1)c1cccc(C(=O)c2ccccc2)c1 (stereo not drawn)
2.1	2.8	-3.3	7.3	3.9	5.6	-1.6	-0.9	4.1	0.8	CCc1nnc(NC(=O)C2=NN(C3CCS(=O)(=O)C3)C(=O)CC2)s1 (stereo not drawn)
11.9	-3.9	9.1	5.2	6.4	1.8	-5.7	2.8	-3.3	-0.2	O=C(N/N=C/C=C\c1cccc([N+](=O)[O-])c1)c1ccccn1
2.4	-2.5	-6.7	5.2	5.2	9.2	-5.0	-0.2	1.9	0.7	COC(=O)/C(C#N)=C(/Nc1ccc(F)c(Cl)c1)C(F)(F)F
5.5	0.6	-0.5	-3.4	-6.2	-2.8	-1.1	3.9	0.7	-0.7	COc1ccc(Nc2nc(C)c(C(C)=O)s2)cc1
-5.0	5.4	-2.6	7.8	-9.0	-1.5	7.6	-3.3	7.4	0.2	CCN(Cc1nc2cc(Cl)ccc2c(=O)[nH]1)C(=O)c1cccc(OCc2c(C)noc2C)c1
-5.2	-1.5	-3.8	5.8	6.2	17.7*	-0.3	2.5	-4.7	-0.2	CCN(CC)S(=O)(=O)c1cc(Br)ccc1OC
8.2	0.6	-4.2	9.1	11.0	8.2	1.7	3.0	-4.8	0.6	CCCCCC(=O)Nc1cc(S(=O)(=O)N2CCOCC2)ccc1N1CCCCC1
-1.0	-1.6	0.6	7.5	-7.9	1.3	0.6	-4.1	-2.7	-0.4	Cc1cc(C)n(-c2nc3ccccc3c3nc(C)nn23)n1
.	-0.3	-3.2	-5.4	6.5	8.1	3.9	0.2	1.6	0.3	O=C(Nc1ccc(F)cc1)OC1CC2CC1[C@H]1CCCCN1[C@H]2Cc1ccccc1 (stereo partly drawn)
1.8	-2.7	-1.4	-8.2	-11.7	5.3	-1.6	-2.5	-3.4	0.4	O=C(Nc1ccc2c(c1)CCC2)C1CCN(c2ncccn2)CC1
4.0	1.2	2.7	2.1	0.6	3.6	-3.3	1.2	-4.3	-0.3	Cc1ccc(C)c(N2CCN(C(=S)NC3CCCCC3)CC2)c1
7.3	-2.0	6.4	-2.4	10.4	-1.0	-2.7	-2.1	-7.3	-0.3	Cc1cc(N)n(-c2ncnc3scc(-c4ccccc4)c23)n1
-3.7	-4.2	-1.2	-3.2	-0.2	7.4	10.7	-1.1	-1.2	0.2	Cc1c(C(=O)O)cccc1-n1c(C)cc(/C=N/Nc2ccc([N+](=O)[O-])cn2)c1C
0.8	-1.1	-1.9	7.8	6.5	5.2	-0.8	-2.3	-5.3	0.0	O=C1NC(=O)C(CC(=O)N(Cc2ccco2)C2(C(=O)NC3CCCC3)CCCCC2)N1 (stereo not drawn)
4.5	0.5	-3.9	-1.0	2.6	-4.8	-2.1	-0.3	-2.8	0.2	CC(=O)c1cccc(NC(=O)c2onc(C)c2Cl)c1
5.7	-2.9	0.9	-4.7	14.6	5.2	17.4	11.6	-9.8	0.3	Cn1ccc2c(N3CCC3)cc3c(c21)C1CCC3O1 (stereo not drawn)
-2.9	3.8	-4.1	0.5	5.5	8.6	3.6	1.0	2.0	-0.4	CCCCn1c(N)c(N(CCOC)C(=O)c2ccc(S(=O)(=O)N3CCC(C)CC3)cc2)c(=O)[nH]c1=O
3.6	-3.5	9.2	6.8	7.0	0.1	-2.0	1.7	-6.3	1.0	CC(C)c1ccc(-n2cccc2/C=C2/C(=N)N3C=CSC3=NC2=O)cc1
-11.3	2.9	0.7	-3.6	2.5	-4.8	1.6	2.3	-1.9	0.3	O=C(Nc1ccc(F)cc1)C1CC(=O)n2c(nc3ccccc32)N1 (stereo not drawn)
4.2	-0.9	8.1	-8.5	-8.4	-2.2	1.8	-3.0	-3.0	-0.5	O=C(Cn1cc(C(=O)C(=O)N2CCOCC2)c2ccccc21)Nc1cccc(C(F)(F)F)c1
-8.3	2.3	3.4	-4.1	2.8	8.7	4.9	0.2	0.6	-0.3	COc1ccc(CN2CCN(Cc3ccco3)CC2)cc1OC
-9.1	-0.5	-0.1	4.3	4.4	12.1	-3.5	2.4	-3.6	0.0	Cc1csc(NC(=O)c2ccco2)n1
-11.7	1.2	-5.9	-7.1	-3.5	-6.1	3.0	2.9	-0.8	0.7	CCOC1=NN(c2ccc(Cl)cc2)C(=O)/C1=C\N(C)C
-9.3	1.6	1.6	-0.1	-0.2	3.3	4.7	-7.6	4.4	-0.1	CCCCC(=O)NC(=S)Nc1nnn(CCC)n1
2.0	1.0	-7.2	-4.2	-1.4	-1.3	-2.0	3.0	-2.2	14.7*	O=C1c2ccccc2NC(c2ccccc2)N1CCCN1CCOCC1 (stereo not drawn)
3.4	1.7	5.0	6.9	-2.8	2.2	-4.3	-1.4	0.0	0.5	COc1ccc(CSc2nc3ccccc3c(=O)[nH]2)cc1F
2.6	16.3	-6.9	3.1	-8.0	-3.8	4.2	1.6	5.2	0.2	CCOC(=O)c1c(C)[nH]c(C(=O)/C(C#N)=C/c2ccc(OC)c(OC)c2)c1C
3.9	-1.0	-2.6	-5.5	3.4	6.1	-1.7	-1.1	-5.4	-0.2	O=C(Nc1cccc(O)c1)c1ccccc1
3.5	-0.8	1.1	-11.8	4.3	1.9	41.4*	1.1	-1.8	0.2	CC(=O)Nc1ccc(SCCN2CC[C@@H](C(C)(C)C)CCC2=O)cc1
-8.2	0.3	-0.3	1.2	-4.2	0.1	4.4	-5.2	-4.3	0.1	CCOC(=O)c1c(C)[nH]c(C(=O)Nc2ccc(NC(C)=O)cc2)c1C
1.5	1.7	-6.0	2.5	7.0	-2.2	-2.2	3.3	-4.5	-0.5	COc1ccccc1N(CC(=O)NC(C)(C)C)C(=O)CCC(=O)Nc1ccccn1
6.7	-2.0	-6.5	-2.8	-8.1	0.3	6.7	-1.8	0.5	0.6	C/C(Cl)=C/Cn1c(SCc2ccc(Cl)cc2)nc2c1c(=O)[nH]c(=O)n2C
2.9	0.9	5.4	3.8	-0.2	2.2	-2.5	0.7	-0.2	0.2	CCC(c1nnc(SCC(=O)Nc2c(F)cccc2F)n1Cc1ccccc1)N(C)C (stereo not drawn)
-1.6	-0.9	-5.4	0.0	-9.8	-8.4	-2.4	4.4	-2.3	-1.1	Cc1ccc(NC(=O)COC(=O)CN2C(=O)NC3(CCCC3)C2=O)cc1F
4.2	-0.7	-1.8	5.6	7.5	6.0	3.1	-1.8	3.9	-7.1	O=Cc1cc2c(cc1[B-](F)(F)F)OCO2
4.1	0.2	8.3	3.8	3.0	-1.0	-1.9	-1.2	-2.1	0.4	Cc1ccc(Cn2c(C)c(C(=O)NCc3ccc4c(c3)OCO4)sc2=O)cc1
1.5	9.2	0.6	-6.5	-17.1	7.2	17.4	-9.1	4.0	-2.3	COc1ccc2c(c1)CCC1=C2NC(=S)NC1c1ccc(N(C)C)cc1 (stereo not drawn)
.	-6.3	-3.4	-5.9	-0.7	3.1	-1.7	8.1	-5.7	-0.5	C/C(C=NNC(=O)CSc1nnc(-c2ccccc2)n1-c1ccc(C)cc1)=C\c1ccco1
-5.8	5.7	2.6	-3.6	-6.0	-5.5	1.0	-1.3	3.9	0.6	O=C1c2ccccc2C(=O)N1CCCCSc1nc2ccccc2c(=O)n1CCCN1CCOCC1
1.8	2.4	-3.5	-6.0	0.1	-2.9	0.5	1.3	-1.5	0.3	O=C(O)c1ccc(Nc2nc3ccc(Cl)cc3[nH]2)cc1
2.5	-3.7	1.9	-2.1	-0.1	1.5	0.2	-0.7	5.6	-0.6	O=C(CSc1ncn(-c2ccccc2)n1)Nc1ccc2c(c1)OCO2
-8.3	1.3	-6.7	6.8	-19.5	-0.1	6.3	6.8	-1.4	0.9	Cc1ccc(-n2c(Cc3cccn3C)nnc2SCC(=O)Nc2cc(C)on2)cc1
-3.5	0.5	7.6	6.7	-7.1	1.4	8.3	2.7	-6.0	-0.3	CCSc1nc2c(c(=O)[nH]c(=O)n2C)n1CC(O)COc1ccccc1C (stereo not drawn)
1.3	1.2	-11.6	-0.3	1.7	2.6	-2.2	0.4	-3.0	-0.1	CN(C)C(=O)CSc1n[nH]c(-c2ccco2)n1
4.1	1.2	0.6	-0.5	5.6	-1.5	2.2	0.1	-3.6	-0.3	Nn1c(SCC(=O)NC2CCS(=O)(=O)C2)nnc1-c1cccs1 (stereo not drawn)
1.1	-0.4	-1.1	-3.5	2.0	-4.3	-8.6	4.6	-3.7	0.4	CC1CN=C(N(C(=O)Nc2ccccc2)c2ccc(F)cc2)S1 (stereo not drawn)
2.6	-3.5	-5.7	4.8	-4.0	0.0	0.2	1.7	2.6	0.4	[O-][N+]1=C2CCC/C(=N\O)C2=NC12CCCCC2

Some of the entries so far, with bars between the fields.
Compound | TCR CD3 inh | UHRF1 binding | DDE Tn7 FP inh | DDE Tn6 FP inh | TDP2 inh | SIAE inh | PRMT1 FP inh | LEDGF integ inh | MBD2 DNA inh | KLK7 zymogen act
Cc1cc(C)n(-c2nc3ccccc3c3nc(C)nn23)n1 | -1.0 | -1.6 | 0.6 | 7.5 | -7.9 | 1.3 | 0.6 | -4.1 | -2.7 | -0.4
O=C(Nc1ccc(F)cc1)OC1CC2CC1[C@H]1CCCCN1[C@H]2Cc1ccccc1 (stereo partly drawn) | . | -0.3 | -3.2 | -5.4 | 6.5 | 8.1 | 3.9 | 0.2 | 1.6 | 0.3
